High-throughput results (PubChem BioAssay)
G9a block: G9a (human) methyltransferase inhibition; Q96KQ7; G9a H3K9 monomethylation, AlphaScreen, 2 h; Potency, µM (titrated, usually from 102 µM), without a hit: at the top dose activity, negative = inhibition, most hits filed as inhibitors; 8.8% of 350,000 active; note: % is set by controls: 0 for no effect and ±100 for the full control effect; nearly all actives have a fitted effect of over 75% in size
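Using a bead-based AlphaScreen, monomethylated H3K9 product from 2 h room-temperature reactions (G9a 20 nM, peptide 500 nM, SAM 20 uM) was detected with 0.5 ug/mL rabbit anti-H3K9me1 antibody.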
BAZ2B inh: blocks human BAZ2B; AID 504333; AlphaScreen BAZ2B-H3K14Ac peptide displacement; Potency, µM (top dose mostly 114 µM), without a hit: top-dose activity change, negative = inhibition, hits mostly inhibitors; Q9UIF8; 4.4% of 360,000 active; note: % is set by controls: 0 for no effect and ±100 for the full control effect; nearly all actives have a fitted effect of over 60% in size
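Protein-peptide AlphaScreen: BAZ2B 50 nM, b-H3K14Ac 50 nM, 1x PBS pH 7.4 + 0.01% Tween-20. Preincubation 30 min RT; cpd 30 min RT (top 110 uM); beads 20 min RT, light-protected.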
HP1b binding inh: blocks HP1-beta chromodomain binding to methylated histone tails; Potency, µM (doses to about 114 µM), for the others: top-dose activity change, negative = inhibition, usual class: inhibitors; P83916; AlphaScreen HP1-beta / biotin-H3K9me3 peptide binding; 0.56% of 390,000 active; AID 540317; note: nearly all actives have a fitted effect of over 70% in size; inactives centre near 23
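AlphaScreen: HP1-beta (50 nM) preformed 30 min with biotin-H3(1-18)K9me3 peptide (50 nM) in PBS pH 7.4, 0.01% Tween-20. Compound added for 30 min at RT, then streptavidin donor/nickel chelate acceptor beads (10 ug/mL) for 30 min.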
Pin1 inhibitor: human Pin1 inhibition | 0.009% of 390,000 active | Potency, µM (titrated, usually from 115 µM), for the others: at the highest dose activity, negative = inhibition, hits mostly inhibitors | Pin1 FP peptide displacement, HiFluor488, 10 min | Q13526 | AID 504891; active = well fitted inhibition curve with a large enough effect in the polarisation, with a control signal flat, not every such curve was filed as active; inconclusive = small, poorly fitted or top-dose-only effect, or effect the other way, or a change in a side signal; inactive = no such curve, though single readings can be large or run the other way; the % refers to the polarisation; note: % is set by controls: 0 for no effect and ±100 for the full control effect
GLS inhibitor: inhibitors of human glutaminase (GLS); Potency, µM (titrated, usually from 45.5 µM), inactives show top-dose activity change, negative = inhibition, usual class: inhibitors; GLS enzymatic activity, qHTS titration; 0.21% of 410,000 active; note: % is set by controls: 0 for no effect and ±100 for the full control effect
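Read-out is an Amplex red fluorescence increase coupled through glutamate oxidase and HRP, measured before and after 30 min room-temperature incubation. hKGA is in 45 mM KH2PO4 (pH 8.2) with 0.02% Tween-20; glutamine added as 1mM solution.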
BLM helicase inh: Bloom syndrome helicase (human) inhibition; P54132; recombinant BLM DNA unwinding, fluorescence dequenching; Potency, µM (highest dose often 56.1 µM), without a hit: at the top dose activity change, negative = inhibition, hits mostly inhibitors; 0.2% of 350,000 active; AID 2528;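 note: plate controls were vehicle for no effect and no enzyme for full effect; nearly all actives have a fitted effect of over 35% in size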
POLI inh: DNA polymerase iota (human) inhibition; 1% of 390,000 active; Potency, µM (titrated, usually from 115 µM), without a hit: at the top dose activity, negative = inhibition, most hits filed as inhibitors; Pol iota fluorescent replication assay, 10 min; Q9UNA4
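Pol iota at 10 nM preincubated 15 min with compounds at room temperature; reaction started with fluorescent substrate, 50 nM final. Fluorescence read kinetically at 0 and 10 min; buffer-only wells as negative control.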
JMJD2A Tudor inh: blocks the human JMJD2A Tudor domain. AlphaScreen JMJD2A-Tudor / H3K4me3 peptide binding. Potency, µM (highest dose often 114 µM), without a hit: at the top dose activity change, negative = inhibition, hits mostly inhibitors. 4.4% of 390,000 active. AID 504339; note: % is set by controls: 0 for no effect and ±100 for the full control effect; nearly all actives have a fitted effect of over 50% in size
Target sequence (O75164 whole entry, looked up, the tested form may be a part): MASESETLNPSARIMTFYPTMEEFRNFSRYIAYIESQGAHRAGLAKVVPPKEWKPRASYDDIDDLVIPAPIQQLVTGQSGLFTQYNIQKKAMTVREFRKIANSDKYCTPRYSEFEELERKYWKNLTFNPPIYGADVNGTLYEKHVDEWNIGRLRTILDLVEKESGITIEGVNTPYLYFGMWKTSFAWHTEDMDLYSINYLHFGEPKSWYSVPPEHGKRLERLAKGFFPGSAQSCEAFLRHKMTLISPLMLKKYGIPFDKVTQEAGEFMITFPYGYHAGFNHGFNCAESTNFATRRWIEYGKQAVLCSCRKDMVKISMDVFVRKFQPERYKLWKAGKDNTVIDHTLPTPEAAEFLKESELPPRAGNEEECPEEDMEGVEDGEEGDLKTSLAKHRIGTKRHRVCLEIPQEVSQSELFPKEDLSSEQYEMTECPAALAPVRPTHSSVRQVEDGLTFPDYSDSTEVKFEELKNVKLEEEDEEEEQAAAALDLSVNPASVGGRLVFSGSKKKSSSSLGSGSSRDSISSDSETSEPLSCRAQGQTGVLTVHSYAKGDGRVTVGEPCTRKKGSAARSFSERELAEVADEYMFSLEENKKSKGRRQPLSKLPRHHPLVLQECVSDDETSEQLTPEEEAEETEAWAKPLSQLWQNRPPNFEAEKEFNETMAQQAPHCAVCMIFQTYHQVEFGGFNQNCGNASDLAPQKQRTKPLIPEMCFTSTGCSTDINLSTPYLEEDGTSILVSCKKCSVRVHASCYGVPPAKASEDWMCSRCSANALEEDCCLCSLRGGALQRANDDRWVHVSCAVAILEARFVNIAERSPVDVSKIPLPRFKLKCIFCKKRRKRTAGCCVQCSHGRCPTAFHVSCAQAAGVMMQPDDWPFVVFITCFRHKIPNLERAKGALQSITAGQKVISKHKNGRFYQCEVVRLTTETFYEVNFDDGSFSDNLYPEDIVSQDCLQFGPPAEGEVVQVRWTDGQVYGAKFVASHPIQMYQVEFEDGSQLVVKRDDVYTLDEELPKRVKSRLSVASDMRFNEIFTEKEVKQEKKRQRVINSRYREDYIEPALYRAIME
Tb PGK inh: blocks T. brucei phosphoglycerate kinase. PGK/GAPDH coupled, Kinase-Glo luminescence, 60 min. Potency, µM (top dose mostly 57.5 µM), for inactives: at the top dose activity change, negative = inhibition, actives largely listed as inhibitors. 0.043% of 380,000 active; note: % is set by controls: 0 for no effect and ±100 for the full control effect; nearly all actives have a fitted effect of over 60% in size
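Luminescent ATP detection (Kinase-Glo Plus) follows a 60-minute room-temperature incubation, with wells lacking PGK as controls. Buffer: 100 mM TEA (pH 7.6), 5 mM MgCl2, 0.01% Tween-20. Coupling enzyme GAPDH (100 nM final) supplies unstable 1,3-BPG in-well.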
An asterisk follows results filed as active; i = inactive; u = inconclusive; x = not tested or not shown; & = joins results of further samples; ! = repeats disagree; [ ] = remark or other dose. Unless noted, calls come from the whole dose curve; as a rule, active = well fitted curve in the direction sought with a large enough effect; inconclusive = small, poorly fitted or top-dose-only effect, or another doubt; inactive = no such curve, though single readings can be large; an effect the other way counts as inactive or inconclusive. Potency is the fitted concentration of half-maximal effect. These rows are one share of the data; count on the stated rates, not on these rows.

SMILES	G9a block	BAZ2B inh	HP1b binding inh	Pin1 inhibitor	GLS inhibitor	BLM helicase inh	POLI inh	JMJD2A Tudor inh	Tb PGK inh
CC/C(=N\Nc1cccc2ccccc12)c1c(O)[nH]c(=O)[nH]c1=O	1.6µM*	u	-14%	3%	54%[activator]	-5%	-3%	79µM*	-5%
CCCCn1c(=O)c(C(=O)Nc2ccccc2)c(O)c2ccccc21	27%	-1%	43%[activator]	-4%	-5%	-2%	39%[activator]	9%	-1%
COc1ccc(NP2(=O)NCCCN2)cc1	x	x	15%	-8%	20%	x	14%	-11%	9%
O=C(c1ccccc1[N+](=O)[O-])N1CCC2(CC1)OCCO2	-1%	-2%	32%	-9%	-2%	-5%	59%[activator]	-6%	-8%
CCOc1cc(C2C(C#N)=C(N)Oc3c2c(=O)oc2ccccc32)ccc1OC(=O)c1cccs1 (stereo not drawn)	-19%	-9%	21%	34%[activator]	1%	-2%	0%	-21%	-1%
OC(Cn1c2ccccc2c2ccccc21)C[n+]1ccccc1 (stereo not drawn)	19%	-6%[57.1 µM]	5%	-6%	-16%	41%[activator]	16%	-15%	-3%
C[C@]12CCC3C(CC[C@H]4C[C@@H](O)CC[C@]34C)C1C/C(=N/O)[C@@H]2O (stereo partly drawn)	x	x	11%[57 µM]	11%	2%	x	-17%	-3%	8%
CCN1CCN(Cc2ccc(C)cc2)CC1	u	-4%	36%	0%	4%	0%	-5%	1%	-12%
Cc1ccn2nc(S(=O)(=O)Nc3c(F)cccc3F)nc2n1	u	-26%	30%	-1%	2%	-3%	6%	-1%	4%
COc1ccc(CCC(=O)NCCc2cnc[nH]2)cc1	0%	0%	28%	-4%	-8%	-3%	-2%	3%	-4%
COc1ccc(S(=O)(=O)N2CCOCC2)cc1NC(=O)COC(=O)Cc1ccccc1	x	x	14%	-4%	1%	x	-20%	-5%	7%
COc1cccc(N2C(=O)NC(=O)/C(=C\c3cn(C)c4ccccc34)C2=O)c1	-16%	-1%	79%[activator]	x	-15%	-5%	u	-18%	x

Grouped by structure: the compounds so far with sulfur.
SMILES	G9a block	BAZ2B inh	HP1b binding inh	Pin1 inhibitor	GLS inhibitor	BLM helicase inh	POLI inh	JMJD2A Tudor inh	Tb PGK inh
CCOc1cc(C2C(C#N)=C(N)Oc3c2c(=O)oc2ccccc32)ccc1OC(=O)c1cccs1 (stereo not drawn)	-19%	-9%	21%	34%[activator]	1%	-2%	0%	-21%	-1%
Cc1ccn2nc(S(=O)(=O)Nc3c(F)cccc3F)nc2n1	u	-26%	30%	-1%	2%	-3%	6%	-1%	4%
COc1ccc(S(=O)(=O)N2CCOCC2)cc1NC(=O)COC(=O)Cc1ccccc1	x	x	14%	-4%	1%	x	-20%	-5%	7%

Next structures follow.
SMILES	G9a block	BAZ2B inh	HP1b binding inh	Pin1 inhibitor	GLS inhibitor	BLM helicase inh	POLI inh	JMJD2A Tudor inh	Tb PGK inh
COc1ccccc1OCC(=O)N1CCN(Cc2ccc3c(c2)OCO3)CC1	x	-11%	12%	-7%	2%	-3%	164%[activator]	-22%	1%
COc1ccc2[nH]cc(CCN(C)C)c2c1	56µM*!	21%	9%	2%	2%	-2%	14%	-12%	-5%
N#CC1c2ccccc2-n2nncc2CN1S(=O)(=O)c1ccc(Cl)cc1 (stereo not drawn)	x	x	60%[activator]	-4%	5%	x	63%[activator]	-28%	7%
O=C1NC(=S)N(c2ccc(F)cc2)C(=O)/C1=C\c1ccoc1	7.9µM*	14µM*	5.6µM*	u	128%[activator]	-17%	u	3.2µM*	10µM*
O=C(O)C(Cc1cnc[nH]1)NS(=O)(=O)c1ccc(Br)cc1 (stereo not drawn)	40µM*	-7%	2%	-3%	4%	0%	12%	10µM*	4%
Oc1ccc(C2=CCNCC2)cc1O	x	x	u	0%	u	x	u	10µM*	-10%
CN1CCN(Cc2cc(=O)n3ccsc3n2)CC1	x	-21%	3%	-6%	-3%	-6%	25%	1%	-1%
C[C@]12CCC3C(CC[C@H]4C[C@@H](O)CC[C@]34C)C1C[C@@H](O)[C@@H]2O (stereo partly drawn)	x	x	26%	0%	-8%	x	1%	-12%	2%
COC1C(O)C(C)OC(OC2CCC3(C)C(CCC4C3C(O)CC3(C)C(C5=CC(=O)OC5)CCC43O)C2)C1O (stereo not drawn)	x	x	24%	7%	6%	x	-2%	9%	-5%
COc1ccc(Cn2c(=O)oc3ccccc32)cc1F	26%	7%	38%	2%	-2%	-3%	162%[activator]	5%	-11%
Cc1onc(-c2ccccc2)c1C(=O)N1CCC2(CC1)OCCO2	2%[59 µM]	4%	29%	-13%	1%	-2%	15%	-8%	0%
CC(C)(C)P(=O)(NCc1ccccc1)c1ccccc1 (stereo not drawn)	-46%	-10%	32%	10%	27%	-9%	36%[activator]	-8%	5%
C=CCn1c(O)c(C(C)=NCc2ccco2)c(=O)[nH]c1=O	-49%	3%	40%[activator]	-2%	-4%	1%	14%	-10%	0%
CCC(C)n1c(O)c(/C=N/Nc2nc3c(c(=O)n(C)c(=O)n3C)n2C)c(=O)[nH]c1=S (stereo not drawn)	25µM*	u	-19%	15%	10µM*	-8%	45%[activator]	79µM*	-5%
c1ccc2c(c1)CNCc1cnnn1-2	x	x	21%	-4%	0%	x	3%	1%	9%
CC(C)OC(=O)C1C(=O)NC2(C)CC1c1ccccc1O2 (stereo not drawn)	2%	2%	32%	4%	-3%	-4%	13%	-10%	i
O=C1N(CN2CCOCC2)c2ccccc2C1(O)c1c[nH]c2ccccc12 (stereo not drawn)	x	-16%	28%	-4%	3%	-1%	10%	-14%	-1%
O=C1CC(c2ccccc2Br)c2c(c3ccccc3oc2=O)O1 (stereo not drawn)	8%[59 µM]	-6%	43%[activator]	-4%	29%	-5%	-7%	-2%	-1%
NNC(=O)CN1C(=O)CN=C(c2ccccc2)c2cc(Br)ccc21	2%	-25%	24%	1%	0%	-7%	41%[activator]	-23%	0%
Cc1onc(-c2ccccc2Cl)c1C(=O)NCc1ccc2c(c1)cc(C)n2C	u	u	-9%	u	-4%	-5%	-8%	u	-2%
COc1ccc(NC(=O)CCn2cnc3onc(-c4ccc(F)cc4)c3c2=O)cc1OC	-35%[59 µM]	0%[57.1 µM]	12%	3%	-1%	-3%	u	-17%	i
CC(=O)Nc1ccc(S(=O)(=O)N2Cc3cnnn3-c3ccccc3C2C#N)cc1 (stereo not drawn)	x	x	39%[activator]	-11%	17%	x	3%	-10%	4%
CS(=O)(=O)N1Cc2ccccc2-n2nncc2C1	x	x	38%	-1%	-3%	x	13%	-1%	-2%
CN1CC[C@@]2(C)c3cc(O)ccc3N(C)[C@@H]12	x	x	u	1%&-8%	u	-6%	10µM*	4µM*!	-6%&-6%
Cc1ccc(N=C(/N=C(\N)N[N+](=O)[O-])Nc2ccc(C)cc2)cc1	x	x	15%	2%	u	x	12%	-2%	-5%
CCCC/C(C)=C/[C@@H](NP(=O)(c1ccccc1)c1ccccc1)c1ccccc1	32µM*	-37%	22%	1%	11%	-8%&-18%	-15%	-19%	-6%
CC(=O)C12CC(C)=C(C)CC1CC1C3CCC4=CC(=O)CCC4(C)C3CCC12C (stereo not drawn)	x	x	19%	4%	1%	x	u	-20%	-3%
ClCCOCCCl	4%[0.501 µM]	-4%	28%	-7%	2%	x	-2%	-14%	-1%
CC/C(=C\C=C\[C@@H]1C=C[C@@H]2CCC[C@H]2[C@@H]1C(=O)c1ccc[nH]1)[C@@H]1O[C@@H]([C@@H](C)C(=O)O)CC[C@@H]1C	u	u	-13%	u	u	-14%	u	u	-8%
O=C(OCc1ccc(Cl)c(Cl)c1)c1ccccn1	-4%[12.7 µM]	6%	32%	0%	-6%	0%	21%	9%	-3%
COc1ccc(Cc2nccc3cc(OC)c(OC)cc23)cc1OC	5.6µM*!	u	-4%	-10%	-16%	-17%	9%	-19%	i
N#CCCn1cc(C(=O)Nc2ccccc2Cl)c(-c2ccc([N+](=O)[O-])cc2)n1	14%[59 µM]	0%	24%	0%	2%	0%	89%[activator]	-14%	i
COC(=O)C1=C(c2ccc(OC)c(OC)c2)C[C@@H]2CC[C@H]1N2C(=O)NCC1CC1	-10%[2.33 µM]	3%	23%	-8%	2%	x	-5%	-18%	-9%
Cc1cc(C)c(C2=NOC(O)(C(F)(F)F)C2)c(=O)[nH]1 (stereo not drawn)	-10%[2.33 µM]	11%	10%	-6%	-1%	1%	0%	-23%	-4%
c1coc(CNCCc2c[nH]c3ccccc23)c1	x	u	16%	u	-3%	-2%	54%[activator]	-26%	-6%
O=C(Nc1ccc(Cl)c(Cl)c1)c1ccco1	x	u	35%	-3%	-1%	-3%	146%[activator]	7%	2%
COC(=O)C1=C(c2ccc(OC(F)(F)F)cc2)C[C@@H]2CC[C@H]1N2C(=O)NC1Cc2ccccc2C1	-7%[2.33 µM]	5%	26%	u	-3%	x	9%	-11%	0%
CCN(CC)CCCNC(=O)c1c(O)c2ccccc2n(Cc2ccccc2)c1=O	-22%[0.501 µM]	u	22%	2%	0%	-7%	13%	-30%	-4%
CC(C)CC12CN3CCN(CC(C3)C1O)C2 (stereo not drawn)	16%[59 µM]	13%	23%	-5%	-3%	-6%	-8%	-4%	-8%
Cc1cc(=O)n2[nH]c(C)cc2n1	-34%	5%	61%[activator]	-2%	8%	-3%	75%[activator]	-7%[11.4 µM]	5%
COc1ccc(Cn2c(N)c(C(=O)NCc3ccco3)c3nc4ccccc4nc32)cc1OC	u	0%	94%	57%[activator]	1%	-12%	u	-4%	-5%
NCCc1nc2ccccc2s1	16%	x	37%	-5%	8%	0%	1%	-3%	9%
C=CCc1c(C)nc(C)nc1N/N=C/c1ccc(N(C)C)cc1	24%[59 µM]	u	6%	1%	41%[activator]	-5%	4%	17%[11.4 µM]	-2%
CCOc1cccc(N2C(=O)CC(=O)NC2=O)c1	-22%[12.7 µM]	-7%	38%[activator]	u	-3%	-4%	u	-4%	-8%
CC(C)c1onc(C(=O)N2CCC3(CC2)OCCO3)c1[N+](=O)[O-]	24%	3%	38%	2%	-7%	0%	32%[activator]	0%	-2%
